# Growth percent in the NCI-60 one-dose screen (48 h, 10 µM unless noted): 100 = growth as untreated, 0 = no growth, -100 = all killed.
# EKVX – EKVX NSCLC. actives 3% (n = 71,000)
# SK-MEL-28 – SK-MEL-28 melanoma | actives 4.1% (n = 81,000) | AID 1794761
# M14 – M14 melanoma | actives 6.2% (n = 80,000)
# HOP-92 – HOP-92 NSCLC cells; actives 6.3% (n = 71,000)
# SK-MEL-5 – SK-MEL-5 melanoma; actives 6.4% (n = 80,000); AID 1794755
# UACC-257 – UACC-257 melanoma; AID 1794764; actives 4.4% (n = 78,000)
# UACC-62 – UACC-62 melanoma; actives 5.4% (n = 81,000); AID 1794756
# A549/ATCC – A549/ATCC NSCLC. actives 3.7% (n = 81,000)
# * hit, by the source's call; · = not tested or not shown; & = joins results of further samples. The calls were made as follows: active = growth percent below 10; inactive = the rest.
# Value order: EKVX	SK-MEL-28	M14	HOP-92	SK-MEL-5	UACC-257	UACC-62	A549/ATCC
(1) c1ccc(CC2=Nc3ccccc3N3CNN=C23)cc1
    98	107	105	93	103	108	102	101
(2) COc1cc(/C=C/C(=O)/C=C(O)/C=C/c2ccc(OC(=O)c3cccs3)c(OC)c2)ccc1OC(=O)c1cccs1
    96	114	103	111	99	98	99	104
(3) COc1nc(N)c(C=O)c(=O)n1C
    108	123	105	161	105	97	102	108
(4) C[C@@H](CN)NC(=O)c1cc2cc(Cl)c(F)c(F)c2[nH]1
    86	104	91	73	·	102	93	100
(5) Oc1ccc[nH]c1=S
    96	116	94	102	99	112	96	102
(6) CCN1CCN(C(=O)CC[C@@H](C)[C@H]2CC[C@H]3[C@@H]4CC[C@@H]5/C(=C\c6ccco6)C(=O)/C(=C\c6ccco6)C[C@]5(C)[C@H]4CC[C@]23C)CC1
    94	109	99	101	99	100	81	91
(7) Cc1cc2c(s1)CCCC1CC(=O)N(CN3CCN(c4ccccc4F)CC3)N=C21 (stereo not drawn)
    83	108	107	81	109	110	103	99
(8) O=C(Nc1ccccc1Cl)Oc1ccc(-c2ccccc2)cc1
    98	151	107	94	100	111	89	104
(9) COc1ccc(N2CCN(CC(=O)N3CCN(c4nnc(-c5ccccc5)c(-c5ccccc5)n4)CC3)CC2)cc1
    35	71	64	39	14	·	57	15
(10) O=C1c2ccccc2-c2cn(Cc3ccccc3)c3cccc(c23)C1c1cccnc1 (stereo not drawn)
    80	54	48	77	22	55	47	42
(11) Nc1nc(-c2no[n+]([O-])c2-c2csc(N)n2)cs1
    104	102	102	·	91	94	101	99
(12) Nc1cc(S(=O)(=O)O)cc2cc(S(=O)(=O)O)c(N=Nc3ccccc3)c(O)c12
    122	109	·	89	103	101	91	109
(13) NC(=O)c1c(NC(=O)c2ccc(Cl)cc2)sc2c1CCC(=O)C2
    93	99	52	77	99	92	62	98
(14) CCCCCCCCCCCCCCCCCCCC/C=C/C1CC(=O)OC1=O (stereo not drawn)
    ·	95	104	97	98	94	98	90
(15) Cc1cc2n(n1)C(C(C)C)C(C(=O)c1cc(Cl)c(C)cc1O)=CN2 (stereo not drawn)
    64	95	86	71	24	46	49	75
(16) CC(C)c1ccc(Cn2nc(Nc3ccc(Cl)c(Cl)c3)nc2N)cc1
    63	95	104	69	83	104	74	91
(17) CCCCC1(/C=N/NC(N)=S)NC(=O)NC1=O (stereo not drawn)
    98	119	105	96	100	·	99	75
(18) CCOC(=O)/C(C#N)=C\Nc1ccc2ncnc(Nc3ccccc3Cl)c2c1
    39	119	119	70	88	120	107	82
(19) O=C1Nc2ccc(Cl)cc2/C1=C/c1c[nH]c2ccccc12
    70	90	113	·	84	96	80	79
(20) COc1ccccc1/C=N\NC(=O)c1ccncc1
    106	105	95	66	104	102	104	·
(21) COC(=O)CCc1n(Cc2ccc3ccccc3c2)c2ccccc2[n+]1Cc1ccc2ccccc2c1
    42	4.8*	-25*	-34*	-93*	-28*	-54*	38
(22) CCOC(=O)C1=C(C)NC(C)=C(C(=O)OCC)C1c1ccncc1
    ·	120	96	55	95	92	107	94
(23) Nc1nn2c(-c3cc4cc(Br)ccc4oc3=O)ccnc2c1N=Nc1ccc(F)cc1
    100	118	89	118	100	121	108	121
(24) COc1ccc2oc(=O)cc(C3NOC(N)=C3C#N)c2c1 (stereo not drawn)
    96	100	99	121	104	105	95	97
(25) COc1cc(C(=O)NC(N)=O)cc(OC)c1OC
    103	116	110	89	102	89	104	81
(26) CCC(=CCC1=C(O)c2ccccc2C(=O)C1=O)CC
    97	73	81	88	43	82	45	43
(27) Cc1cnc(Cl)nc1Sc1nc(N)nc2nc[nH]c12
    95	114	89	131	98	109	77	102
(28) CSCCC(N)C(=O)Nc1ccc(S(=O)(=O)c2ccc(NC(=O)C(N)CCSC)cc2)cc1 (stereo not drawn)
    117	106	100	87	108	111	102	114
(29) CC1=CC2(C)NC(=O)C(C)C12 (stereo not drawn)
    107	115	120	97	98	114	106	102
(30) COc1ccc2cc(C3=NN(C(N)=S)[C@@H](c4ccccc4)C3)ccc2c1
    37	77	·	105	80	111	65	64
(31) O=C1OCC/C1=C\c1ccc([N+](=O)[O-])cc1
    111	118	105	106	111	114	107	105
(32) CCOC(=N)c1ccc(C(=N)OCC)cc1
    90	101	104	93	96	102	97	100
(33) CCCCCCN(CCOC(=O)c1ccc([N+](=O)[O-])cc1)CCOC(=O)c1ccc([N+](=O)[O-])cc1
    100	107	101	109	104	101	100	90
(34) CCOc1ccc(N2C(=O)N(c3ccc(SC)cc3)C(=O)C2=S)cc1
    103	109	93	112	106	100	100	99
(35) O=[N+]([O-])c1ccc(NCCNc2ccc([N+](=O)[O-])cc2)cc1
    117	123	103	104	99	98	83	97
(36) Cc1ccc(-c2cc(-c3ccc(Cl)cc3)nc(NC(=O)c3cccnc3)n2)cc1
    102	106	109	117	94	121	76	105
(37) COc1cc(C(C)n2cc(-c3ccccc3)nn2)ccc1OC1CCCCC1 (stereo not drawn)
    ·	95	79	70	30	52	56	62
(38) CC1=CC(=O)C2=C(C)CC(OC(=O)c3cccc4ccccc34)[C@@H]3[C@H](OC(=O)[C@@H]3C)[C@@H]12 (stereo partly drawn)
    83	91	·	101	49	76	52	77
(39) O=C(Nc1cccc(-n2ccc3c(NC(=O)c4ccccc4)nccc32)c1)Nc1cc(C(F)(F)F)cc(C(F)(F)F)c1
    19	35	-44*	-13*	-82*	25	12	7.6*
(40) O=COC/C=C/c1ccccc1
    ·	107	106	·	107	100	100	100

# 18 structures out of the list, arranged by length of the SMILES, smallest number first.
# Value order: EKVX	SK-MEL-28	M14	HOP-92	SK-MEL-5	UACC-257	UACC-62	A549/ATCC
(40) O=COC/C=C/c1ccccc1
    ·	107	106	·	107	100	100	100
(29) CC1=CC2(C)NC(=O)C(C)C12 (stereo not drawn)
    107	115	120	97	98	114	106	102
(32) CCOC(=N)c1ccc(C(=N)OCC)cc1
    90	101	104	93	96	102	97	100
(20) COc1ccccc1/C=N\NC(=O)c1ccncc1
    106	105	95	66	104	102	104	·
(25) COc1cc(C(=O)NC(N)=O)cc(OC)c1OC
    103	116	110	89	102	89	104	81
(27) Cc1cnc(Cl)nc1Sc1nc(N)nc2nc[nH]c12
    95	114	89	131	98	109	77	102
(26) CCC(=CCC1=C(O)c2ccccc2C(=O)C1=O)CC
    97	73	81	88	43	82	45	43
(31) O=C1OCC/C1=C\c1ccc([N+](=O)[O-])cc1
    111	118	105	106	111	114	107	105
(24) COc1ccc2oc(=O)cc(C3NOC(N)=C3C#N)c2c1 (stereo not drawn)
    96	100	99	121	104	105	95	97
(22) CCOC(=O)C1=C(C)NC(C)=C(C(=O)OCC)C1c1ccncc1
    ·	120	96	55	95	92	107	94
(37) COc1cc(C(C)n2cc(-c3ccccc3)nn2)ccc1OC1CCCCC1 (stereo not drawn)
    ·	95	79	70	30	52	56	62
(34) CCOc1ccc(N2C(=O)N(c3ccc(SC)cc3)C(=O)C2=S)cc1
    103	109	93	112	106	100	100	99
(30) COc1ccc2cc(C3=NN(C(N)=S)[C@@H](c4ccccc4)C3)ccc2c1
    37	77	·	105	80	111	65	64
(36) Cc1ccc(-c2cc(-c3ccc(Cl)cc3)nc(NC(=O)c3cccnc3)n2)cc1
    102	106	109	117	94	121	76	105
(28) CSCCC(N)C(=O)Nc1ccc(S(=O)(=O)c2ccc(NC(=O)C(N)CCSC)cc2)cc1 (stereo not drawn)
    117	106	100	87	108	111	102	114
(33) CCCCCCN(CCOC(=O)c1ccc([N+](=O)[O-])cc1)CCOC(=O)c1ccc([N+](=O)[O-])cc1
    100	107	101	109	104	101	100	90
(39) O=C(Nc1cccc(-n2ccc3c(NC(=O)c4ccccc4)nccc32)c1)Nc1cc(C(F)(F)F)cc(C(F)(F)F)c1
    19	35	-44*	-13*	-82*	25	12	7.6*
(38) CC1=CC(=O)C2=C(C)CC(OC(=O)c3cccc4ccccc34)[C@@H]3[C@H](OC(=O)[C@@H]3C)[C@@H]12 (stereo partly drawn)
    83	91	·	101	49	76	52	77

# (further entries)
[41] CC1COCC(C)N1C1=C(Cl)C(=O)c2ccccc2C1=O (stereo not drawn)
[42] O=C(CSc1nnc(-c2ccc(Cl)cc2)o1)Nc1nc(-c2ccccc2)cs1
[43] C#CC(CCC)N(C)C (stereo not drawn)
[44] COc1ccccc1/C=N\NC(=O)N/N=C/c1ccccc1OC
[45] Cn1c(O)c(N=Nc2nc(-c3cc4cc(Br)ccc4oc3=O)cs2)c2ccccc21
[46] O=C(NCCCNc1cc(-c2cn(-c3ccccc3)nc2-c2cccc(O)c2)ccn1)Nc1cc(C(F)(F)F)cc(C(F)(F)F)c1
[47] NC(=O)c1c(NC(=O)CSc2ccccc2)sc2c1CCC2
[48] O=C(O)c1cc(O)c(O)c(OC(=O)c2cc(O)c(O)c(O)c2CNc2ccc(S(=O)(=O)O)cc2)c1

entry no.	41	42	43	44	45	46	47	48
EKVX	90	102	101	97&96	90	73	124	95
SK-MEL-28	87	102	109	112&98	98	84	117	111
M14	81	92	103	106&108	103	·	102	102
HOP-92	53	85	83	87&89	102	52	50	102
SK-MEL-5	67	99	98	94&97	102	56	116	106
UACC-257	37	96	111	107&105	97	82	118	102
UACC-62	77	89	101	94&99	100	73	87	101
A549/ATCC	97	91	105	105&108	89	67	99	91

[49] C#CCn1cc(C=C2C(=O)N(C)C(=O)N(C)C2=O)c2cc(Cl)ccc21
[50] Cc1ccccc1-c1csc(N)n1
[51] O=C1CCCCCN1C(=O)c1ccccc1
[52] O=C(O)CCCSc1nc(-c2ccccc2)cc(-c2ccccc2)n1
[53] COc1ccc(-c2nc3ncccn3c2-c2nc3ccc(Br)cc3[nH]2)cc1
[54] Cc1cc(N2CCOCC2)nc(-n2ccnc2)n1
[55] Cc1ccc(Nc2nc(N)nc(CSc3nnc(-c4ccc(C)cc4)n3-c3ccccc3)n2)cc1
[56] CSc1ccc(N2C(N)=NC(N)=NC2(C)C)cc1
[57] COc1cc(-c2nn(C(=O)NS(=O)(=O)c3ccccc3)cc2-c2ccncc2)ccc1Cl
[58] Cn1nc(C(C)(C)C)cc1NC(=O)Cc1ccc(Nc2cc(Nc3ccc(S(C)(=O)=O)cc3)ncn2)cc1
[59] CCOC(=O)CC1CSC(Nc2ccccc2F)=N1 (stereo not drawn)

entry no.	49	50	51	52	53	54	55	56	57	58	59
EKVX	98	·	122	102	·	90	94	87	56	101	96
SK-MEL-28	113	116	124	106	93	109	99	109	92	107	103
M14	108	99	96	108	90	101	98	76	78	99	92
HOP-92	107	89	88	104	77	74	67	69	28	96	93
SK-MEL-5	100	109	101	98	75	100	95	106	96	96	103
UACC-257	112	96	101	102	93	102	99	72	89	89	87
UACC-62	94	87	82	103	76	99	93	92	67	98	97
A549/ATCC	120	89	91	100	85	84	75	18	72	92	102

# Compounds as they come. Share with any hit: about 9.8%.
